# Epigenetic reg: regulators of epigenetic silencing causing reporter derepression in mouse cells; murine LDR cells, GFP reporter derepression, 30 h; Potency, µM (doses to about 53.9 µM), inactives show at the top dose GFP activation, actives largely listed as activators; 0.2% of 280,000 active; AID 1865; active means well fitted activation curve with a large enough effect; inconclusive means small, poorly fitted or top-dose-only effect; further: % of control where 0% means no effect; nearly all actives have a fitted effect of over 60% in size
#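 Derepression of a silenced CMV-GFP reporter in murine LDR cells is scored by enumerating GFP-positive cells with a laser-scanning microplate cytometer after 30 hours of treatment at 37 C.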
# Active calls of the source: *; ? = inconclusive. Potency means the concentration at half of the fitted maximal effect.
SMILES,Epigenetic reg
O=C(CCCn1c(=O)c2sccc2n(Cc2ccc(F)cc2Cl)c1=O)NCc1ccc2c(c1)OCO2,0.8%
CCOc1ccc(S(=O)(=O)c2c[nH]c3ccccc3c2=O)cc1,-3.1%
COCc1cc(C)nc2sc3c(c12)NC(c1ccc(O)cc1)N(c1ccc(C)cc1)C3=O (centres undefined),8.5%
CCOc1ccccc1CNCCCSc1nnnn1C,-1.6%
CCCCS(=O)(=O)c1oc(-c2cccs2)nc1S(=O)(=O)c1ccccc1,0.0%
Cc1ccc(CNC(=O)c2ccc(CSCc3ccccc3C)o2)cc1,-0.7%
O=C(Nc1ccc(Cl)cc1Cl)c1cc(S(=O)(=O)N2CCN(c3ccccc3F)CC2)ccc1F,4.7%
O=C(Cn1ncc2c3ccccc3n(Cc3ccc(F)cc3)c2c1=O)NC1CCCCCC1,0.0%
CSc1ncc(C(=O)Nc2cc(Cl)ccc2C)c(-c2ccccc2)n1,0.0%
COc1ccc(CN2CCc3nc(SCC(=O)Nc4cc(C)cc(C)c4)[nH]c(=O)c3C2)cc1,1.3%
CCN(c1cccc(C)c1)S(=O)(=O)c1ccc2[nH]cc(C(=O)NCCCOC)c(=O)c2c1,-1.1%
Cc1cc(C)cc(Nc2nc3c(S(=O)(=O)c4cccc(Cl)c4)nnn3c3ccsc23)c1,-0.4%
Cc1cc(N)c(-n2cc3c(c2-c2ccc(Br)cc2)c(=O)n(C)c(=O)n3C)cc1C,-2.0%
CCc1ccccc1NC(=O)c1cc(S(=O)(=O)NCCc2ccc(OC)c(OC)c2)ccc1F,0.9%
O=C1CC(c2cc(F)cc(F)c2)c2cc3c(cc2N1)OCO3 (centres undefined),0.9%
Cc1ccc2c(c1)c(=O)c1ccccc1n2CCCC(=O)Nc1ccc(C)c(F)c1,-0.8%
N#C/C(=C\c1ccc(-c2ccc(F)cc2F)o1)c1nc2ccccc2[nH]1,7.9µM*
COc1cccc(-c2cc(C(=O)N3CCN(c4ccccc4OC)CC3)no2)c1,-0.9%
Cc1ccc2nc(CSc3nnc(NC(=O)COc4ccccc4F)s3)cc(=O)n2c1,2.9%
O=c1c2sc3ccccc3c2n(Cc2cccc(Cl)c2)c(=O)n1Cc1ccco1,-0.9%
Cc1c(C(=O)N2CCCC2)oc2c1-c1nn(CC(=O)NCc3cccc(Br)c3)cc1CC2,2.2%
COc1ccc(OC)c(NC(=O)COCc2cc(-c3ccco3)on2)c1,-1.2%
CCc1ccccc1NC(=O)C(=O)NCCc1sc(-c2cccc(F)c2)nc1C,3.4%
CCN(CC)C(=O)Cn1c(=O)n(-c2ccc(Cl)c(Cl)c2)c(=O)c2c(C)c(C(=O)N(CC)CC)sc21,0.0%
Cc1cccc(CNC(=O)C2CCCN(S(=O)(=O)c3cn(C)cn3)C2)c1 (centres undefined),-2.4%
O=C(CSc1nc(=O)n(Cc2cccnc2)c2c1CCC2)Nc1cccc(Cl)c1,6.9%
CC(C)CCn1c(SCc2cccc(F)c2)nc2ccsc2c1=O,-0.5%
C=C(C)CSc1nc2sc3c(c2c(=O)n1Cc1ccccc1)CC(C)(CC)OC3 (centres undefined),0.8%
COc1ccccc1N1C(=O)N(CC(=O)C(C)(C)C)c2ccccc2S1(=O)=O,3.9%
COc1ccc(N2CC(NC(=O)C3CCCCC3)CC2=O)cc1 (centres undefined),1.4%
Cc1ccc(NC(=O)C(=O)NCC(c2cccnc2)N2CCOCC2)cc1Cl (centres undefined),1.1%
CCOc1ccc(C(c2c(O)cc(C)n(CCOC)c2=O)N2CCC(C)CC2)cc1 (centres undefined),-1.6%
COc1ccc(-c2cc(C(C)=O)c(C)n2CCC(=O)NC2CCCCC2)cc1,1.9%
COC(=O)Cc1c(C)c2ccc3c(c2oc1=O)CN(Cc1ccccc1Cl)CO3,-1.9%
CCCN(CCC)CCNC(=O)c1cc(Sc2ccc(Cl)cc2)nc2ccccc12,2.7%
Cc1ccc(C)c(NC(=O)CSc2nnc(NC(=O)Nc3ccccc3)s2)c1,0.7%
Cc1c(C)n(C)c2ccc(C(=O)NCCc3ccc(Cl)cc3)cc12,1.9%
CCOc1ccccc1C(=O)Nc1ccc(S(=O)(=O)N2CCCCC2c2cccnc2)cc1 (centres undefined),2.8%
COc1ccc(OC(=O)c2cc(-c3ccc4c(c3)OCCO4)on2)cc1,-3.2%
O=C(NC1CCCCC1)c1ccc(CSc2nc3cccnc3n2Cc2cccc(F)c2)cc1,1.2%
COc1ccc(N2Cc3cccc(C(=O)Nc4cc(C)cc(C)c4)c3C2=O)cc1,1.9%
COc1ccccc1NC(=O)c1sc2ncn(Cc3ccccc3Cl)c(=O)c2c1C,16%
Cc1ccccc1OCC(=O)Nc1ccc(-c2nc3ccccc3o2)cc1,1.1%
COc1ccc(/C=C/C(=O)Nc2sc3c(c2C(N)=O)CCC(C)C3)cc1OC (centres undefined),-0.7%
NC(=O)c1nc(Nc2ccccc2)sc1NC(=O)c1ccccc1Br,-0.1%

# Structures above printed as active in Epigenetic reg.
SMILES,Epigenetic reg
N#C/C(=C\c1ccc(-c2ccc(F)cc2F)o1)c1nc2ccccc2[nH]1,7.9µM*

# Later entries
SMILES,Epigenetic reg
CC1CCCN(CCCNC(=O)c2cc(Sc3ccc(F)cc3)nc3ccccc23)C1 (centres undefined),1.6%
COc1ccc(OC)c(NC(=O)CCCc2nnc3n(C(C)C)c(=O)c4sccc4n23)c1,-1.9%
Cc1ccc(CN(C(=O)c2ccc([N+](=O)[O-])cc2)c2ccccn2)cc1,-1.6%
CN(C)C=NC(=O)c1cc2c(n(-c3ccccc3)c1=O)CC(C)(C)CC2=O,-1.8%
COc1cccc(C(=O)c2cn(CC(=O)Nc3cccc(C)c3C)c3nc(C)ccc3c2=O)c1,1.5%
CCOC(=O)c1cnn(-c2ccc(C(=O)Nc3ccc(OC(F)(F)F)cc3)cc2)c1N,0.0%
Oc1c(C(c2ccc(Cl)cc2Cl)N2CCN(Cc3ccccc3)CC2)sc2nc(-c3ccco3)nn12 (centres undefined),2.1%
COc1ccc2oc(=O)c(-c3cn4c(n3)sc3cc(F)ccc34)cc2c1,-1.3%
Cc1ccc(-n2c(SCCC(C)C)nc3sc4c(c3c2=O)CC(C)(C)OC4)cc1,-2.9%
CCOc1cccc(CC(=O)NCc2ccc3c(c2)CCN3C(C)=O)c1OCC,-1.3%
Cc1nn(C)c2c1c(-c1ccccc1)cc(=O)n2Cc1ccc(F)cc1,2.9%
O=C(Nc1ccc2nc3n(c(=O)c2c1)CCCCC3)c1cccc(C(F)(F)F)c1,-6.2%
CC(C)CCNC(=O)CSc1c2c(nc3ccc(Cl)cc13)CCCC2,1.1%
COc1ccc(CNC(=O)CCc2c(C)nn(-c3ccc(N4CCOCC4)nn3)c2C)cc1,0.0%
c1ccc(-c2nnc(CN3CCN(c4ccccn4)CC3)o2)cc1,3.0%
CC(C)c1ccccc1NC(=O)C(Cc1c[nH]c2ccccc12)NC(=O)OC(C)(C)C (centres undefined),-5.8%
FC(F)(F)c1ccc2c(c1)ncc1c(-c3ccccc3)nn(-c3ccccc3)c12,-2.5%
COc1ccc(NC(=O)c2c(NC(=O)c3ccncc3)sc3c2CCC(C(C)(C)C)C3)cc1 (centres undefined),4.2%
O=S(=O)(c1ccc(Cl)cc1)c1nc(-c2ccco2)oc1SCc1ccccc1F,5.2%
COc1cc(NC(=O)C2CCN(c3cnc4ccccc4n3)CC2)cc(OC)c1OC,1.7%
CC(C)c1ccc(Nc2sc(C(=O)c3ccccc3)c(N)c2S(=O)(=O)c2ccccc2)cc1,-1.3%
COc1cccc(NC(=O)CN2C(=O)COc3ccc(S(=O)(=O)N4CCOCC4)cc32)c1,3.8%
Cc1ccc(CNC(=O)c2cnc3c(-c4ccccc4)c(C)nn3c2C)o1,2.9%
COC(=O)c1c(NC(=O)c2nc(SC)ncc2Cl)sc2c1CCCC2,3.7%
COc1ccc(-c2cn3nc(N4CCC(C(=O)Nc5ccc(Cl)cc5C)CC4)sc3n2)cc1,0.0%
CCN1CCC(N(Cc2cccc(OC)c2)C(=O)Nc2cccc(C(F)(F)F)c2)CC1,0.8%
O=C(Nc1cc2c(cc1C(=O)c1ccc(Br)cc1)OCCO2)c1ccc(Cl)cc1,0.0%
COc1ccc(C(=O)N2CCN(Cc3cc(=O)n4nc(-c5ccccc5C)sc4n3)CC2)cc1OC,-3.2%
O=C(NCCn1cc(SCc2ccccc2)c2ccccc21)c1cccs1,0.0%
Cc1ccc(C(=O)Nc2nnc(SCc3cc(=O)c4c(C)ccc(C)c4[nH]3)s2)cc1,6.7%
COc1ccccc1/C=C/C(=O)Nc1nc2n(n1)C(c1ccc(F)cc1)C=C(c1ccccc1)N2 (centres undefined),-4.3%
CCCCN(C)CCNC(=O)Cn1ncc2c3ccccc3n(CCC)c2c1=O,-1.6%
Cc1ccsc1CN(Cc1ccco1)c1cnc(S(C)(=O)=O)nc1C(=O)Nc1ccc(Cl)cc1,-0.8%
CCCOc1cccc(C2c3c(-c4ccccc4O)n[nH]c3C(=O)N2Cc2ccco2)c1 (centres undefined),-0.8%
O=[N+]([O-])c1ccc(S(=O)(=O)N2CCn3cccc3C2c2ccc(Br)cc2)cc1 (centres undefined),-1.5%
Cc1ccc2c(=O)cc(C(=O)Nc3c(C(=O)Nc4cccc(Cl)c4)oc4ccccc34)oc2c1,-1.0%
CC(CNC(=O)c1nnc(Cc2ccc(F)cc2)o1)c1ccccc1 (centres undefined),15%
Cc1ccccc1OCCn1cc(C(=O)C2CCCCC2)c2ccccc21,1.8%
O=C(CSc1nc2c(c(=O)[nH]1)CN(Cc1ccc3c(c1)OCO3)CC2)Nc1cccc(Cl)c1,-0.6%
Cc1ccc(OCC(=O)Nc2ccc(Cl)c(-c3nc4ncccc4o3)c2)cc1C,0.0%
CCOc1ccc(NC(=O)Cn2cc(C(=O)c3ccc(CC)cc3)c(=O)c3ccc(C)nc32)cc1,3.4%
O=C(CCS(=O)(=O)c1nc(-c2ccc3c(c2)OCO3)cc(C(F)(F)F)n1)Nc1ccc(F)cc1F,?
COc1ccc(OC)c(CNC(=O)C2CCCCN2S(=O)(=O)c2ccc(F)cc2)c1 (centres undefined),-1.8%
CC(C)COc1ccc(-c2nonc2NC(=O)c2ccc(F)cc2)cc1,7.4%
CCc1ccccc1NC(=O)Cn1cc2c(n1)CCC(C)C2 (centres undefined),-4.4%

# Of the compounds above, these contain a CF3 group:
SMILES,Epigenetic reg
CCOC(=O)c1cnn(-c2ccc(C(=O)Nc3ccc(OC(F)(F)F)cc3)cc2)c1N,0.0%
O=C(Nc1ccc2nc3n(c(=O)c2c1)CCCCC3)c1cccc(C(F)(F)F)c1,-6.2%
FC(F)(F)c1ccc2c(c1)ncc1c(-c3ccccc3)nn(-c3ccccc3)c12,-2.5%
CCN1CCC(N(Cc2cccc(OC)c2)C(=O)Nc2cccc(C(F)(F)F)c2)CC1,0.8%
O=C(CCS(=O)(=O)c1nc(-c2ccc3c(c2)OCO3)cc(C(F)(F)F)n1)Nc1ccc(F)cc1F,?

# Other structures follow.
SMILES,Epigenetic reg
Cc1cc(Br)ccc1NC(=O)c1cn(C2CCCC2)c(=O)c2c1c1ccccc1n2C,0.7%
COc1ccc(-c2cc(C)no2)cc1S(=O)(=O)NCc1ccco1,?
O=C(O)c1cc(-c2ccc(C(F)(F)F)cc2)nc2n[nH]c(-c3ccccc3)c12,0.0%
O=C(C1CCC(Cn2c(=O)c3sccc3n(Cc3cccc(F)c3)c2=O)CC1)N1CCCCC1 (centres undefined),1.3%
Cc1nc2ccn(Cc3ccco3)c(=O)c2cc1C(=O)NCc1ccc(F)cc1,1.5%
Cc1ccc(Cl)cc1N1CCN(C(=O)CN2C(=O)COc3ccc(S(=O)(=O)N4CCC(C)CC4)cc32)CC1,-0.1%
Cc1cc(C)cc(-n2ccnc2SCC(=O)Nc2cccc3ccccc23)c1,0.0%
Cc1ccc(Cl)cc1N1CCN(c2ncnc3onc(-c4ccc(F)cc4)c23)CC1,0.0%
COc1ccc(-n2c(=O)c3sc4ccccc4c3n(CC(=O)NC3CCCCC3)c2=O)cc1,1.5%
COc1cc(C(=O)N(CCCN(C)C)c2nc3c(OC)cccc3s2)cc(OC)c1OC,-1.2%
COc1ccccc1C(=O)Nc1c(C(=O)N2CCN(c3ccccc3F)CC2)oc2ccccc12,-1.6%
O=C(O)c1ccc2nc(-c3cc4cc(Cl)ccc4oc3=O)[nH]c2c1,-1.3%
CCOC(=O)c1[nH]c(C)c(CCC(=O)NCc2ccc(OC)cc2)c1C,-3.1%
CCOc1ccccc1N(C)C(=O)NCc1noc2ccccc12,0.1%
CCOC(=O)c1sc(N2C(=O)c3oc4ccc(F)cc4c(=O)c3C2c2ccc(O)cc2)nc1C (centres undefined),-1.0%

# Ordered by length of the SMILES (smallest number first): some entries from above.
SMILES,Epigenetic reg
Cc1ccc(C)c(NC(=O)CSc2nnc(NC(=O)Nc3ccccc3)s2)c1,0.7%
CCN1CCC(N(Cc2cccc(OC)c2)C(=O)Nc2cccc(C(F)(F)F)c2)CC1,0.8%
CCCOc1cccc(C2c3c(-c4ccccc4O)n[nH]c3C(=O)N2Cc2ccco2)c1 (centres undefined),-0.8%

# (next part)
SMILES,Epigenetic reg
COc1ccc(-c2nc(CCNC(=O)c3cccs3)cs2)cc1OC,0.8%
CC(=O)N1CCCC1c1nc2ccccc2n1Cc1c(F)cccc1Cl (centres undefined),-1.3%
Cc1cc(Nc2ccc(Br)cc2)nc(C)n1,-3.2%
Cc1ccc(S(=O)(=O)C(CNS(=O)(=O)c2ccc(F)c(C)c2)c2cccs2)cc1 (centres undefined),0.1%
COc1ccc(CN(C(=O)COc2ccccc2OC)C2CCS(=O)(=O)C2)cc1 (centres undefined),-1.1%
COC(=O)c1c(SCC(=O)Nc2cc(C)cc(C)c2)[nH]c2ccccc2c1=O,0.9%
COc1ccc(-c2nc(SCC(=O)Nc3ccc4c(c3)OCO4)c(-c3ccc(OC)cc3)[nH]2)cc1,10%
COC(=O)c1ccccc1N(C)S(=O)(=O)c1cc2c3c(c1)CC(=O)N3CCC2,0.4%

# These rows are one share of the data (hit frequency here may not be typical).
